SRC1 TRFRET art – TR-FRET detection interference compounds, primary screen, artefact control for PPARgamma SRC-1 recruitment agonists, biochemical, TR-FRET emission ratio; 99,000 tested, 0.34% active; TR-FRET ratio at 8 µM; TR-FRET detection artefact counter-screen; active compounds read high; AID 1051, 2008; in the data active = TR-FRET ratio above about 2300; note: inactives centre near 1800
SRC3 TRFRET art – TR-FRET detection interference compounds, artefact control for PPARgamma SRC-3 recruitment agonists, biochemical, TR-FRET ratio; TR-FRET artefact counter-screen, PPARgamma/SRC-3 format; active compounds read high; TR-FRET ratio at 8 µM; AID 1048, 2008; 99,000 tested, 0.39% active; in the data active = TR-FRET ratio above about 2000; note: inactives centre near 1600
* hit, by the source's call. An excerpt; the hit share may differ from the screen's.

SMILES | SRC1 TRFRET art | SRC3 TRFRET art
O=C(Nc1ccc(NC(=O)c2sc3ccccc3c2Cl)cc1)c1ccco1 | 1494 | 1569
c1ccc(-c2onc3cc4c(cc23)OCCO4)cc1 | 2037 | 1514
O=C(CCCN1C(=O)/C(=C\c2cccs2)SC1=S)Nc1ccccn1 | 2081 | 1581
Cc1ccc(C)c(NC(=S)NC(NC(=O)OCc2ccccc2)C(Cl)(Cl)Cl)c1 (stereo not drawn) | 1773 | 1506
Cc1cc(C)c(S(=O)(=O)n2c([N+](=O)[O-])cnc2C)cc1C | 1664 | 1682
Nc1nc(SCC(=O)c2ccc(F)cc2)n[nH]1 | 1732 | 1432
CCNC(=O)COC(=O)c1csc2c1CCCC2 | 1613 | 1567
Cc1nn(-c2ccccc2Cl)c2sc(C(=O)Nc3nnc(C4CC4)s3)cc12 | 1794 | 1715
C/C(CC(=O)NC(C)(C)C)=N\NC(N)=S | 2014 | 1702
CC(C)(C)CC(=O)Nc1nnc(SCC(=O)Nc2ccccc2F)s1 | 1516 | 1541
COc1cccc(CNc2ccc(C)c(Cl)c2)c1 | 1556 | 1653
COC(=O)c1ccc(CSc2nncn2C)cc1 | 1876 | 1469
C=CCn1c(C)cc(-c2csc(NCC)n2)c1C | 1882 | 1550
CC(C)(C)NCCCOc1ccc(Cl)cc1C(C)(C)C | 1630 | 1644
CCOc1ccccc1-n1cnc(C#N)c1N | 1691 | 1470
Cn1c(Cc2ccccc2)nnc1SCc1nc2ccccc2c(=O)[nH]1 | 1690 | 1496
O=C(CC12CC3CC(CC(C3)C1)C2)N1CCN(S(=O)(=O)c2cccs2)CC1 | 1983 | 1660
N#CC(c1ccc(Cl)cc1)N1CCOCC1 (stereo not drawn) | 1625 | 1578
Cc1c(Cl)cccc1NC(=S)NCCCN(C)C | 1845 | 1447
Cc1ccc(OCC(=O)N/N=C\c2c(C)[nH]n(-c3ccccc3)c2=O)c([N+](=O)[O-])c1 | 1819 | 1509
O=C1C2C3c4ccccc4C(Br)(c4ccccc43)C2C(=O)N1c1ccccc1O (stereo not drawn) | 1732 | 1490
O=C(O)Cc1n[nH]c(=O)c2ccccc12 | 1998 | 1599
CC(C)CNC(=O)c1cc([N+](=O)[O-])ccc1N1CCOCC1 | 1633 | 1615
CCc1ccc(-n2c(SCc3cc(=O)n4cc(Br)ccc4n3)nc3[nH]ncc3c2=O)cc1 | 2181 | 2483*
CCCC1=NN(c2ccc([N+](=O)[O-])cc2)C(=O)/C1=C\N(C)C | 1964 | 1581
CCCn1c(=O)c2c(C(F)(F)F)cc(-c3cccs3)nc2n(CCC)c1=O | 1889 | 1735
CC(C)(C)NC(=O)C(=O)NNC(=O)c1ccc(C(C)(C)C)cc1 | 2110 | 1584
CC(C)(C)c1nc[nH]c(=O)c1Br | 1884 | 1712
CCOC(=O)c1c[nH]c2c(C(F)(F)F)cccc2c1=O | 1759 | 1586
CC1=CCC2COC(c3ccc[n+](Cc4ccccc4)c3)C1C2 (stereo not drawn) | 1439 | 1519
Cc1cccc(-n2c(=O)[nH]c3c(C(N)=O)nc(-c4ccccc4Cl)nc32)c1 | 1873 | 1457
CCN(CC)C(=O)/C=C/c1ccc(OC)c(S(=O)(=O)N2CCCCC2)c1 | 1729 | 1521
CCOc1ccc(CNc2cccc(SC)c2)cc1 | 1803 | 1466
COc1cccc(-n2ccnc2SCC(=O)Nc2cc(C)on2)c1 | 1718 | 1536
CCCCn1c(N)c(S(=O)(=O)c2ccc(C)cc2)c2nc3ccccc3nc21 | 1850 | 1543
Nc1ccc(-n2nnnc2CN2CCOCC2)cc1 | 1630 | 1427
Cc1ccc(C)c(NC(=O)COC(=O)CC2c3ccccc3CCN2S(=O)(=O)c2ccc(F)cc2)c1 (stereo not drawn) | 1755 | 1617
Cc1nc2ccc(C(=O)N3c4ccccc4CC3C)cc2s1 (stereo not drawn) | 1976 | 1522
CC(C)C(=O)NC(Nc1ccc(S(N)(=O)=O)cc1)C(Cl)(Cl)Cl (stereo not drawn) | 1598 | 1423
CC(=O)c1c(C)[nH]c(C(=O)Nc2cccc(S(=O)(=O)N(C)c3ccccc3)c2)c1C | 1830 | 1427
COc1cccc(-n2nnc(S(=O)(=O)c3ccc(C)cc3)c2N)c1 | 2058 | 1766
CCOC(=O)N1CCN(C(=O)c2ccc(CS(=O)(=O)c3c(Cl)cccc3Cl)o2)CC1 | 1539 | 1531
O=C(/C=C/c1cn(CC(O)CN2CCCCC2)c2ccccc12)c1cccs1 (stereo not drawn) | 1863 | 1535
CC(/C=C1\SC(=S)N(NC(=O)c2cccc(O)c2)C1=O)=C\c1ccccc1 | 1927 | 1486
Cc1ccccc1N=C1SCC(=O)N1Cc1ccccc1 | 2019 | 1609
CCOC(=O)C1CCN(C(=O)c2cc3ccccc3oc2=O)CC1 | 1818 | 1552
O=C(COC(=O)c1cccc([N+](=O)[O-])c1)NCC1CCCO1 (stereo not drawn) | 1650 | 1330
CCN(CC)C(=O)Cn1cc(SCC(=O)NC)c2ccccc21 | 1702 | 1501

Molecules above that contain an aryl thioether with sulfur outside any ring:
SMILES | SRC1 TRFRET art | SRC3 TRFRET art
Nc1nc(SCC(=O)c2ccc(F)cc2)n[nH]1 | 1732 | 1432
CC(C)(C)CC(=O)Nc1nnc(SCC(=O)Nc2ccccc2F)s1 | 1516 | 1541
COC(=O)c1ccc(CSc2nncn2C)cc1 | 1876 | 1469
Cn1c(Cc2ccccc2)nnc1SCc1nc2ccccc2c(=O)[nH]1 | 1690 | 1496
CCc1ccc(-n2c(SCc3cc(=O)n4cc(Br)ccc4n3)nc3[nH]ncc3c2=O)cc1 | 2181 | 2483*
CCOc1ccc(CNc2cccc(SC)c2)cc1 | 1803 | 1466
COc1cccc(-n2ccnc2SCC(=O)Nc2cc(C)on2)c1 | 1718 | 1536
CCN(CC)C(=O)Cn1cc(SCC(=O)NC)c2ccccc21 | 1702 | 1501

Additional entries
SMILES | SRC1 TRFRET art | SRC3 TRFRET art
C=CCC1(CC=C)CCCN1C(=O)CC1C(=O)NCCN1Cc1cc(OC)cc(OC)c1 (stereo not drawn) | 1741 | 1552
CCOCN(C(=O)Cn1cnc2ccccc21)c1c(C)cccc1CC | 1872 | 1398
Cc1c(O)nc(SCC(=O)Nc2ccc3c4c(cccc24)CC3)n(-c2ccccc2)c1=O | 1899 | 1459
Cc1cc(F)ccc1N1CCC(N2CCN(CCC(C)C)C(CCO)C2)CC1 (stereo not drawn) | 1655 | 1388
Cc1ccc(OCC(=O)NC(=S)Nc2ccc(Br)cn2)cc1C | 1817 | 1697
CCN(Cc1ccccc1)S(=O)(=O)c1cc(C(=O)NC(C)C2CC3CCC2C3)ccc1OC (stereo not drawn) | 1789 | 1725
CCN(CC)S(=O)(=O)c1ccc(/C=C/C(=O)Nc2cccc(F)c2)cc1 | 1884 | 1779
COc1cc2c(cc1NC(=S)NC(=O)/C=C/c1ccc(OC)c(OC)c1)oc1ccccc12 | 1606 | 1509
Cc1ccc(C)c(NCCC#N)c1 | 1991 | 1566
OC1CCN(c2cc(-c3ccccc3)nc3cc(-c4ccc(F)cc4)nn23)CC1 | 1857 | 1566
CCCNC(=O)c1c(N)n(-c2cc(OC)cc(OC)c2)c2nc3ccccc3nc12 | 1853 | 1358
O=C1c2cccc(O)c2C(=O)c2c(O)cccc21 | 1760 | 1748
CCN(c1ccccc1)S(=O)(=O)c1ccc(Cl)c(C(=O)NCC2CCCO2)c1 (stereo not drawn) | 1858 | 1311
FC(F)(F)c1cnc2c(-c3ccccc3)n[nH]c2c1 | 1702 | 1327
COc1cccc(OCC(Cn2c(C)nc3ccccc32)OC(C)=O)c1 (stereo not drawn) | 1917 | 1623
CC(C)N(C(=O)COC(=O)c1ccc(Cl)c(S(N)(=O)=O)c1)C(C)C | 1777 | 1606
Cc1cc2ncn(/N=C/c3ccc([N+](=O)[O-])s3)c2cc1C | 1682 | 1592
COC(=O)N/N=C(\C)c1ccccc1OC(F)F | 1735 | 1624
CC1=CC(C)C(C[N+]2(C)CCCCC2)C(C)C1 (stereo not drawn) | 1773 | 1670
Cc1ccc(Nc2nc(N)c([N+](=O)[O-])c(N3CCC(C)CC3)n2)cc1C | 1916 | 1798
O=C(N/N=C1\CCCc2c1[nH]c1ccc([N+](=O)[O-])cc21)c1ccncc1 | 2152 | 1626
Cc1ccc2nc(-c3ccc(NC(=O)COC(=O)c4ccc([N+](=O)[O-])o4)cc3)sc2c1 | 1956 | 1707
CCCCN(CCCC)CCNC(=O)CSCc1ccc(C)cc1 | 1865 | 1482
CNC(=O)C(NC(=O)CNC(=O)c1ccc(Cl)cc1)C(C)(C)C (stereo not drawn) | 1649 | 1708
COc1ccccc1C(=O)N/N=C(\C)c1ccc(NC(=O)C2CC2)cc1 | 1869 | 1624
CCOC(=O)c1ccc(S(=O)(=O)N2CCN(C3CCCC3)CC2)cc1 | 1937 | 1553
CCN(CC)S(=O)(=O)c1cccc(-c2nnc(SCC(=O)NC)n2CCc2ccccc2)c1 | 1761 | 1507
Cc1ccc(S(=O)(=O)N2CCCCC2)cc1NC(=O)COC(=O)c1ccc(O)cc1 | 1601 | 1528
O=C(NC1CC1)C1CCN(S(=O)(=O)c2cc(Cl)ccc2Cl)CC1 | 1873 | 1430
COc1cc(C(=O)NCC(c2ccccc2)N(C)C)ccc1OCC(=O)N1CCOCC1 (stereo not drawn) | 1582 | 1445
OCCSc1nc(-c2ccccc2)nc2c1CCC2 | 2060 | 1591
CC1CC(C)(C)CC2(C1)NC(=O)N(CC(=O)NCCc1ccc3c(c1)OCCO3)C2=O (stereo not drawn) | 2094 | 1754
Cn1c(SCC(=O)NNC(=O)Cc2ccccc2)nc2ccccc2c1=O | 1697 | 1626
CCOC(=O)c1c(NC(=O)C(=O)N/N=C(\C)c2ccc(OC)cc2)sc2c1CCCCC2 | 1869 | 1747
CCS(=O)(=O)NCC(c1ccco1)N1CCN(c2ccccc2)CC1 (stereo not drawn) | 1822 | 1483
CC(C)CC(CC(C)C)=NNC(=O)c1ccc2c(c1)OCO2 | 1785 | 1563
COc1ccc(NC(=S)N(CCCN2CCCC(C)C2)Cc2cccs2)cc1 (stereo not drawn) | 1875 | 1678
Cc1nc2c(o1)CCc1ccccc1C2N1CCN(C)CC1 (stereo not drawn) | 1818 | 1518
O=C(NC1CC1)C1=C[C@@H](c2ccccc2)C[C@@H](OCCCCO)O1 | 1673 | 1528
Fc1cccc2sc(Nc3nc4ccccc4s3)nc12 | 1835 | 1812
COc1ccc(C(=O)OCC(=O)NC(=O)CCSc2ccccc2)cc1 | 1623 | 1510
CCC1CCCCN1C(=O)CCc1nnc(Cc2c[nH]c3ccccc23)o1 (stereo not drawn) | 1865 | 1856
Cc1ccc(C(=O)N/C(=C\C=C\c2ccccc2)C(=O)NCc2ccco2)cc1 | 1846 | 1731
O=C(O)c1ccccc1NC(=S)NC(=O)c1sc2ccccc2c1Cl | 2005 | 1909
O=C(Nc1ccccc1)c1cccc(S(=O)(=O)Oc2ccc([N+](=O)[O-])cc2)c1 | 1917 | 1621
Cc1ccc(C)c(NC(=O)c2c(Cl)nc3ccccn23)c1 | 1951 | 1603
CCCc1n(CC)c2ccccc2[n+]1CC(O)COC1CCCCC1 (stereo not drawn) | 1819 | 1772
Cc1ccc(C)c(NC(=S)NNC(=S)Nc2ccc(C(C)C)cc2)c1 | 1851 | 1391
Cc1nc(N2CCOCC2)c2c(C)c(C(=O)Nc3ccc(F)cc3F)sc2n1 | 1964 | 1598
CN1CCN(CCCNC(=O)c2ccc(Cn3c(=S)[nH]c4ccc(Br)cc4c3=O)cc2)CC1 | 1646 | 1667
CCOc1ccc(C(C)=O)cc1CN1C(=O)NC(C)(C2CC2)C1=O (stereo not drawn) | 1865 | 1509
CCC(Sc1ccc(Cl)cc1)C(=O)Nc1nnc(-c2cccc([N+](=O)[O-])c2)s1 (stereo not drawn) | 1791 | 1621
CCOC(=O)N1N=C(c2ccccc2)CC1(O)C(C)(F)F (stereo not drawn) | 1613 | 1595
CCCn1c(N)cc(=O)n(CCC)c1=O | 1982 | 1568
CCCCNC(=O)CSc1nc2ccc(C)cc2[nH]1 | 1688 | 1417
CCCCC(=O)NNC(=S)NC(=O)c1ccc(C)cc1 | 1729 | 1467
O=S(=O)(N/N=C/c1ccc(OC2CSC2)cc1)c1ccccc1 | 1735 | 1499
COc1cc(C(=O)OCC(=O)c2c(N)n(C)c(=O)n(C)c2=O)ccc1OCCC(C)C | 1852 | 1518
Cc1ccc(S(=O)(=O)N(C)C)cc1NC(=O)CCNC(=O)c1ccccc1Cl | 1586 | 1515
CC1(C)CC(=O)C(C=NCC2CCN(C(=O)Cc3ccccc3)CC2)=C(O)C1 | 1613 | 1265
COc1ccc(CC(=O)Nc2cc(=O)n(C)c(=O)n2C)cc1OC | 1905 | 1636
CCOc1ccc(N(CC(=O)Nc2ccc(F)c(F)c2)S(=O)(=O)c2c(C)noc2C)cc1 | 1722 | 1634

Among those listed so far, these have a COOH group.
SMILES | SRC1 TRFRET art | SRC3 TRFRET art
O=C(O)Cc1n[nH]c(=O)c2ccccc12 | 1998 | 1599
O=C(O)c1ccccc1NC(=S)NC(=O)c1sc2ccccc2c1Cl | 2005 | 1909
